From PubChem BioAssay
ATXN viability = Viability Counterscreen for Primary qHTS for Inhibitors of ATXN expression. S2 cells (HEK-293 line with an ATXN2-luciferase reporter) viability, CellTiter-Fluor protease fluorescence, 24 h. Potency, µM (titrated, usually from 56.7 µM), hits mostly cytotoxic. hit rate 0.49% among 400,000. AID 651635, 2014; also: potency is read from the fitted curve at half-maximal effect; nearly all actives have a fitted effect of over 40% in size
A549 viability = Nrf2 qHTS screen for inhibitors: counterscreen for cytotoxicity | A549 ARE-Fluc cells, CellTiter-Fluor viability, 18-24 h | Potency, µM (series often up to 46 µM), for the others: top-dose activity change, negative = cytotoxicity, hits mostly inhibitors | hit rate 0.16% among 390,000 | AID 504648, 2011; also: potency is read from the fitted curve at half-maximal effect; % is scaled to controls: 0 for no effect and ±100 for the full control effect
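A549 ARE-Fluc cells in 5% FBS OPTI-MEM, 5000 cells/well, rested 2 h then exposed to compounds in concentration-response for 18-24 h at 37 °C. Viability by CellTiter-Fluor fluorescence (Ex 405/Em 525) after 30 min; luciferase luminescence (BugLite, 15 min, RT) read afterwards.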
Nrf2 inh = Nrf2 qHTS screen for inhibitors; Potency, µM (highest dose often 46 µM), inactives show at the top dose activity change, negative = inhibition, usual class: inhibitors; hit rate 2.1% among 360,000; A549 ARE-Fluc reporter, luciferase luminescence, 18-24 h; also: potency is read from the fitted curve at half-maximal effect; % is scaled to controls: 0 for no effect and ±100 for the full control effect; nearly all actives have a fitted effect of over 60% in size
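A549 ARE_Fluc cells, 5000/well, 5% FBS OPTI-MEM; compounds in dose-response, 18-24 h at 37 °C/5% CO2; CellTiter-Fluor viability read (Ex 405/Em 525), then BugLite luciferase luminescence = Nrf2 activity.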
HepG2 viability = qHTS for Inhibitors of TGF-b: Cytotox Counterscreen. HepG2 CAGA-GFP viability, ATP luminescence, 18 h. Potency, µM (titrated, usually from 46.1 µM), without a hit: top-dose activity change, negative = cytotoxicity, actives largely listed as cytotoxic. hit rate 0.76% among 410,000; also: potency is read from the fitted curve at half-maximal effect; some results filed as inactive show a strong effect at the top dose
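CellTiter-Glo luminescence gave cytotoxicity after 18 hours at 37 degrees C. The cells were HepG2 CAGA-GFP in 1% FBS DMEM, stimulated with 500 pg/mL TGF-beta after compound addition. %Activity was normalised to no-cell wells (complete cell-killing) and DMSO (no toxicity), and curves were fitted and classified.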
IL2 activator = qHTS of IL-2 Activators | hit rate 0.065% among 360,000 | IL-2 activation reporter assay, cell-based qHTS; stimulated with anti-CD3/CD4/CD28 beads; in transgenic mouse T cells | activation, % (series mostly up to about 46 µM) | AID 652025, 2013; in the data active = activation above about 50%; inconclusive = mostly about 30% to 49%; also: 0% is about no effect
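Unstimulated transgenic mouse T cells preincubated 60 min with compound, then stimulated with anti-CD3/anti-CD4-coated beads plus anti-CD28 for 18 h at 37 degrees C. IL-2 response read as EGFP and DsRed fluorescence by plate cytometry.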
Nrf2 ARE act = qHTS of Nrf2 Activators | AREc32 ARE-luciferase reporter (MCF7-derived line), luminescence, 24 h | Potency, µM (series often up to 46.1 µM), for the others: top-dose activation, most hits filed as activators | hit rate 0.31% among 410,000 | AID 624171, 2012; also: potency is read from the fitted curve at half-maximal effect; % of control where 0% means no effect; nearly all actives have a fitted effect of over 65% in size
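Quantitative high-throughput format: AREc32 reporter cells, 1000 per well, received compound by pin transfer and were incubated 24 hr at 37 deg C, 5% CO2, before Steady-Glo luminescence detection.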
TGFb SMAD3 inh = qHTS for Inhibitors of TGF-b | HepG2 CAGA-GFP TGF-b/SMAD3 reporter, GFP fluorescence, 18 h; TGF-beta stimulated, 500 pg/mL final | hit rate 1.2% among 410,000 | Potency, µM (series often up to 46.1 µM), inactives show top-dose activity, negative = inhibition, hits mostly inhibitors; also: potency is read from the fitted curve at half-maximal effect; % is scaled to controls: 0 for no effect and ±100 for the full control effect; nearly all actives have a fitted effect of over 65% in size
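HEPG2 CAGA-GFP reporter cells (1000/well, DMEM with 1% FBS) received compounds, then recombinant TGF-beta at 500 pg/mL final for 18 hours at 37 degrees C. Per-cell GFP summed per well was normalised to unstimulated and stimulated DMSO controls before curve fitting.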
ATXN2 expr inh = Primary qHTS for Inhibitors of ATXN expression. HEK-293 ATXN2-luciferase reporter, luminescence, 24 h. Potency, µM (series often up to 57 µM), without a hit: top-dose activity change, negative = inhibition, most hits filed as inhibitors. hit rate 0.72% among 360,000. AID 1745845, 2022; also: potency is read from the fitted curve at half-maximal effect; % is scaled to controls: 0 for no effect and ±100 for the full control effect; nearly all actives have a fitted effect of over 55% in size
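qHTS (up to 57 uM final) was run with 24 h compound exposure of reporter cells at 37 °C. Each well was multiplexed: SteadyGlo luminescence measured ATXN2-luciferase expression after a fluorogenic Gly-Phe-AFC viability readout (25 uM final).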
EPAC2 agonist = qHTS for Agonist of cAMP-regulated guanine nucleotide exchange factor 4 (EPAC2): primary screen | Potency, µM (doses to about 154 µM), for inactives: top-dose activation, usual class: activators | hit rate 0.079% among 360,000 | Rap guanine nucleotide exchange factor 4 (Homo sapiens), Q8WZA2 | AID 720711, 2013 | EPAC2 activation, biochemical qHTS; response scale: 100% = 6.5 mM cAMP response; also: potency is read from the fitted curve at half-maximal effect; nearly all actives have a fitted effect of over 50% in size
Target sequence (Q8WZA2 whole entry, looked up): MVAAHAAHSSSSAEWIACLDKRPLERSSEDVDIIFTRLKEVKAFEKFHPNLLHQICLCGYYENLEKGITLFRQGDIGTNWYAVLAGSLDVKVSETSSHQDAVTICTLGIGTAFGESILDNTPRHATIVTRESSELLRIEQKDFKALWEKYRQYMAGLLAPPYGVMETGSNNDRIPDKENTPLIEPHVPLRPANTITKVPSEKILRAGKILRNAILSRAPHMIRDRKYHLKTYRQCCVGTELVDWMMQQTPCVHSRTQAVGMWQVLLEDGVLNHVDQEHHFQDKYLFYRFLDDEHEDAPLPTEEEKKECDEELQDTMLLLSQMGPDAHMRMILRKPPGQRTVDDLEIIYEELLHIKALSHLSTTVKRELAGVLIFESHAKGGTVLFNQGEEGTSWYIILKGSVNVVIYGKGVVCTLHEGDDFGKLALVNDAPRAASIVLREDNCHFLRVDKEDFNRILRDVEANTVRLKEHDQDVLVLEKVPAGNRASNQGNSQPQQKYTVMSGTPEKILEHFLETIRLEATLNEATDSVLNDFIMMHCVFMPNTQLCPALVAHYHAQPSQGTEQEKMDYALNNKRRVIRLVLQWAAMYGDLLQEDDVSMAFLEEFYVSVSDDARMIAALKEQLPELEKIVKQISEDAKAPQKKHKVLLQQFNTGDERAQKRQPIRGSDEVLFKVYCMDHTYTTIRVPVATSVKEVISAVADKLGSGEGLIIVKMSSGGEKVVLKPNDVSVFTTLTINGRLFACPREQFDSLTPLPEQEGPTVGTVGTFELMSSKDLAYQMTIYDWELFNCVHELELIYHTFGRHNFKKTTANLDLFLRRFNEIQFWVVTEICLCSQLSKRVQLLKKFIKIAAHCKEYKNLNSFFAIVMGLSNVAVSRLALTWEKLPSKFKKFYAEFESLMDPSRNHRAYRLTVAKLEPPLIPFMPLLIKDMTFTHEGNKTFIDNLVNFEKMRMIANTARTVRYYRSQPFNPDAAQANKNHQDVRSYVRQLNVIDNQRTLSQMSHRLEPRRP
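Fluorescence exchange assay: 100 nM EPAC2 with 250 nM RAP1B-BODIPY-GDP and 50 uM GDP; compounds tested as a concentration-titration series (qHTS). Loss of Rap1-bound BODIPY-GDP fluorescence read at 480/540 nm; data normalized to 6.5 mM cAMP.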
* hit, by the source's call; i = inactive; ? = inconclusive; / = no result given; & = joins results of further samples; [ ] = dose if it differs, or a comment. Unless noted, calls follow the shape of the dose curve; as a rule, active = well fitted curve in the direction sought with a large enough effect; inconclusive = small, poorly fitted or top-dose-only effect, or another doubt; inactive = no such curve, though single readings can be large; an effect the other way counts as inactive or inconclusive.

SMILES	ATXN viability	A549 viability	Nrf2 inh	HepG2 viability	IL2 activator	Nrf2 ARE act	TGFb SMAD3 inh	ATXN2 expr inh	EPAC2 agonist
Nc1cc(=O)nc(SCC(=O)Nc2cccc(Cl)c2)n1CCc1ccccc1	i	2%	23%	-28%	/	3.1%	11%	-6%	/
COCc1nc2ccccc2n1Cc1ccc(C(C)(C)C)cc1	?	7%	/	-59%	/	3.8%	10µM*	2%	/
Cc1ccc(C(=O)Nc2ccc(S(=O)(=O)N3CCOCC3)cc2)cc1	i	6%	-4%	1%	0.0	2.2%	0%	-9%	10%
O=C(Nc1nnc(C2CC2)s1)c1ccc(Cl)nc1	i	-4%	15%	-1%	0.8	3.3%	-4%	2%	3%
COCC(=O)N(c1ccc(C(C)C)cc1)C1C=CS(=O)(=O)C1 (stereo not drawn)	i	-1%	7%	1%	-1.0	-0.6%	38%[activator]	5%	7%
CCOC(=O)C1C(=O)CC(C)(O)C(C(=O)OCC)C1c1cc(Br)ccc1OC (stereo not drawn)	?	-3%	8%	4%	-1.6	0.2%	-6%	-10%	-3%
CCOC(=O)CN1C(=O)N[C@@H](c2ccco2)C(C(=O)OC)=C1C	i	1%	15%	-12%	1.7	2.2%	5%	7%	2%
CCc1cccc(N(C(=O)c2csnn2)C(C(=O)NC(C)(C)C)c2ccncc2)c1 (stereo not drawn)	i	2%	?	3%	-0.6	5.9%	22%	-24%[11.3 µM]	2%
COc1ccc(Cl)cc1NC(=O)c1c(NCc2cccs2)sc2c1CCC(C)C2 (stereo not drawn)	?	2%	/	-68%	/	27%	?	?	/
Cc1nn(-c2ccccc2)c(N2CCCC2)c1/C=C1\N=C(c2ccc(F)cc2)OC1=O	i	-3%	-17%	-12%	-3.9	-0.1%	-6%	/	?
Cc1ccc(CNC(=O)COC(=O)CCC(=O)c2cccs2)cc1	i	-1%	-5%	9%	-4.8	-0.9%	10%	-15%	2%
CC1(C)Cc2c(c(N3CCOCC3)nc3sc(C(=O)Nc4ccc(Cl)cc4)c(N)c23)CO1	i	7%&3%	-3%&3%	-6%&4%	0.6	0.4%&-1.2%	-7%&-18%	-10%	9%
Cc1cc(S(=O)(=O)Nc2ccc(C(=O)NCCCn3ccnc3)cc2)ccc1F	i	0%	-5%	19%	-0.6	3.6%	-5%	3%	7%
O=C1c2ccccc2N(Cc2ccc(Cl)cc2)C2=NCCN12	i	4%	-17%	-2%	-0.3	-0.5%	-11%	1%	6%
CCN(CC)C(=O)c1cccc2c1C(=O)c1ccccc1-2	?	-10%	-10%	0%	2.1	2.5%	-6%	-1%	-3%
Cc1nc(N2CCCC2)c2c(C(=O)Nc3cccc(C)c3C)c(C)oc2n1	/	13%	?	-1%	/	-1.0%	7%	/	/
CCOC(=O)c1ccccc1NC(=O)c1sc2nc(-c3ccc(F)cc3)cn2c1C	/	4%	/	-16%	/	2.5%	-6%	/	/
COc1ccc([C@@H]2C=C(C(=O)O)O[C@H](OCCCCO)C2)cc1	i	0%	1%	0%	0.2	-0.2%	-1%	5%	6%
O=C(Nc1nccs1)c1c(O)c2c([nH]c1=O)CCCC2	i	1%	107%	-1%	0.5	2.7%	-1%	85%[activator]	1%
COc1ccc(C(=O)NCC(c2ccco2)N2CCCCC2)cc1S(=O)(=O)Nc1ccc(C)cc1 (stereo not drawn)	i	-1%	-15%	-19%	-0.2	0.2%	-7%	/	-3%
CC1CCN(S(=O)(=O)c2ccc(NC(=O)N3c4ccccc4Sc4ccccc43)cc2)CC1	i	-1%	2%	-17%	0.0	-0.2%	-13%	-14%	7%
CCc1ccc(C(=O)C(C)OC(=O)Cn2cnc3c2c(=O)n(C)c(=O)n3C)cc1 (stereo not drawn)	i	6%	-14%	1%	-6.1	1.4%	-15%	-14%	0%
Cc1cccc(Cc2c(C)nc3nc(SCC(=O)NCc4ccc(F)cc4)nn3c2C)c1	i	0%	0%[9.27 µM]	-13%	/	0.6%	-10%	-6%	/
CSCCC(NC(=O)c1ccc([N+](=O)[O-])cc1Cl)C(=O)OCC(=O)NC(=O)CN1CCCC1=O (stereo not drawn)	i	1%	-2%	-8%	-0.1	-0.6%	-4%	5%	13%
Cc1oc(C(C)(C)C)c(CN2CCOCC2)c1C(=O)O	i	0%	-6%	15%	-2.8	-0.8%	2%	-17%	7%

Single records, as listed above. Order of screens: ATXN viability	A549 viability	Nrf2 inh	HepG2 viability	IL2 activator	Nrf2 ARE act	TGFb SMAD3 inh	ATXN2 expr inh	EPAC2 agonist
CSCCC(NC(=O)c1ccc([N+](=O)[O-])cc1Cl)C(=O)OCC(=O)NC(=O)CN1CCCC1=O (stereo not drawn) in the list: i	1%	-2%	-8%	-0.1	-0.6%	-4%	5%	13%
Cc1nc(N2CCCC2)c2c(C(=O)Nc3cccc(C)c3C)c(C)oc2n1 in the list: /	13%	?	-1%	/	-1.0%	7%	/	/
COCc1nc2ccccc2n1Cc1ccc(C(C)(C)C)cc1 in the list: ?	7%	/	-59%	/	3.8%	10µM*	2%	/

Following part:
SMILES	ATXN viability	A549 viability	Nrf2 inh	HepG2 viability	IL2 activator	Nrf2 ARE act	TGFb SMAD3 inh	ATXN2 expr inh	EPAC2 agonist
Cc1ccc(-c2nc3ccccc3c(=O)n2NC(=O)c2cccs2)cc1	i	6%	-23%	0%	-0.6	2.7%	-1%	1%	1%
Cc1cc(C)nc(N/N=C/c2ccccc2OCc2ccc(Cl)cc2)n1	i	2%	?	-61%	-1.1	0.3%	-24%	5%	4%
COC(=O)Cn1cnc2c(nnn2-c2ccc(F)cc2)c1=O	i	13%	?	0%	-0.8	-0.1%	-13%	-3%	11%
CN(C)CCCCOc1ccc(Br)cc1Cl	i	-5%	7%	2%	1.5	2.7%	0%	-15%	-4%
C=CCNC(=O)c1ccncc1	i	7%	-4%	0%	1.1	-0.4%	-3%	-9%	9%
Cc1nnc(SCc2cnc(-c3ccccc3)o2)[nH]c1=O	i	7%	-6%	0%	0.1	0.1%	-6%	1%	5%
O=C(CCS(=O)(=O)c1ccc2c(c1)NC(=O)CO2)NCCc1ccc(Cl)cc1	i	4%	10%	9%	-2.5	0.3%	9%	-4%	1%
CCOC1=C/C(=C/c2c(N)n3nc(S(=O)(=O)CC)sc3nc2=O)C=CC1=O	i	-13%	5%	0%	19	-0.7%	67%[activator]	/	4%
CCc1cccc(NC(=O)c2cnc(N3CCOCC3)c3ccccc23)c1	/	-2%	/	-30%	/	4.1%	?	/	/
COc1ccc(N(CC(=O)N2CCN(c3cccc(C)c3)C(C)C2)S(=O)(=O)c2c(C)n[nH]c2C)cc1 (stereo not drawn)	i	4%	0%	-16%	-1.5	0.4%	-10%	-22%	0%
COc1ccccc1N1C(=O)CC1(C#N)c1ccc(OCc2ccccc2)cc1 (stereo not drawn)	i	-1%	?	16%	5.3	2.7%	?	-15%	14%
O=C(COC(=O)c1ccc[nH]c1=O)NCC12CC3CC(CC(C3)C1)C2	i	0%	?	1%	1.1	0.3%	10%	17%	8%
O=C(CCSCc1ccccc1F)NCc1cccnc1	i	-13%	2%	0%	-0.3	0.2%	0%	-5%	13%
O=C(CCC(=O)n1ncc2ccccc21)NCc1ccc(F)cc1	i	9%	12%	-1%	0.6	0.1%	-6%	-4%	-1%
CCCCNC(=O)c1ccc(N2CCOCC2)c(NS(=O)(=O)c2ccc(OC)cc2)c1	i	6%	?	2%	-1.5	-0.2%	6%	13%	14%
COC(=O)CN1C(=O)[C@H]2[C@@H](/C=C/c3ccccc3)N3C(=O)CN(Cc4ccc(-c5ccccc5)cc4)C(=O)[C@@]3(C)[C@H]2C1=O	i	-2%	-19%	-11%	0.9	4.3%	-14%	-30%	-15%
COC(=O)Nc1ccc(S(=O)(=O)NCc2ccccn2)cc1	i	-6%	?	2%	-1.4	0.2%	-1%	-15%	1%
CCOC(=O)C1(CC2CCCCO2)CCN(Cc2nc3ccccc3nc2C)CC1 (stereo not drawn)	i	3%	?	-20%	0.0	11%	8%	-16%	6%
CC1CC(C)CN(C(=O)CN(C)S(=O)(=O)c2ccc3c(c2)c(=O)n(C)c(=O)n3C)C1 (stereo not drawn)	i	1%	9%	0%	8.4	-0.4%	-2%	-7%	6%
COc1ccccc1-n1c(SCC(=O)Nc2ccc(F)cc2)nc2c(c1=O)SCC2	?	-13%	?	-2%	-2.0	3.5%	6%	-1%	9%
S=C1CCC(c2ccc(Cl)cc2)=NN1c1ccccc1	i	9%	?	9%	-0.7	-0.4%	11%	26%	12%
CC(=O)Nc1ccc(Nc2nc3ccccc3nc2NS(=O)(=O)c2ccccc2)cc1	i	-7%	?	-11%	2.9	3.5%	1%	-6%	-1%
CCCOc1ccc(CCC(=O)N/N=C/c2ccco2)cc1	/	-1%	7%	-14%	-0.7	12%	-19%	-10%	4%
C[C@H](NC(=O)c1nc[nH]c1C(=O)NC(c1ccccc1)c1ccccc1)C(=O)OCc1ccccc1	?	-1%	9%	-13%	0.8	0.5%	?	-20%	10%
CCCCN1C2CCCC1CC(NC(=O)c1ccccc1Cl)C2 (stereo not drawn)	i	-4%	9%	0%	0.6	-0.2%	-5%	1%	15%
O=C(O)c1ccc(-c2noc(-c3cccc(Cl)c3)n2)cc1	i	-1%	0%	1%	-0.4	2.0%	25%	22%	6%
Cc1ccnc(NC(=O)c2cccc3ccccc23)c1	i	0%	?	-6%	-1.5	20%	0%	43%[activator]	10%
